# High-throughput results: PubChem, National Center for Advancing Translational Sciences (NCATS)
# ELG1 genotox: genotoxicity induction in ELG1-luciferase HEK293T cells | HEK293T ELG1-luciferase reporter, luminescence, 16 h | Potency, µM (titrated, usually from 46 µM), for the others: at the highest dose activity change, positive = activation, usual class: activators | AID 504466 | 1.3% of 330,000 active; also: % of control where 0% means no effect; nearly all actives have a fitted effect of over 60% in size
#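 Cells (2,000/well) expressing the ELG1-luciferase fusion are dosed by pin tool and kept 16 hr at 37 °C, 5% CO2. Signal comes from ONE-Glo luciferase reagent after 30 min at room temperature.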
# RORgamma inh: inhibitors of mouse ROR gamma transcriptional activity; P51450; Drosophila S2 Gal4-RORgamma UAS-luciferase reporter, 20 h; Potency, µM (series often up to 53.6 µM), for the others: at the top dose activity change, negative = inhibition, actives largely listed as inhibitors; 5.4% of 310,000 active; also: % is scaled to controls: 0 for no effect and ±100 for the full control effect; nearly all actives have a fitted effect of over 60% in size
# Target sequence (P51450 whole entry, looked up, the tested form may be a part): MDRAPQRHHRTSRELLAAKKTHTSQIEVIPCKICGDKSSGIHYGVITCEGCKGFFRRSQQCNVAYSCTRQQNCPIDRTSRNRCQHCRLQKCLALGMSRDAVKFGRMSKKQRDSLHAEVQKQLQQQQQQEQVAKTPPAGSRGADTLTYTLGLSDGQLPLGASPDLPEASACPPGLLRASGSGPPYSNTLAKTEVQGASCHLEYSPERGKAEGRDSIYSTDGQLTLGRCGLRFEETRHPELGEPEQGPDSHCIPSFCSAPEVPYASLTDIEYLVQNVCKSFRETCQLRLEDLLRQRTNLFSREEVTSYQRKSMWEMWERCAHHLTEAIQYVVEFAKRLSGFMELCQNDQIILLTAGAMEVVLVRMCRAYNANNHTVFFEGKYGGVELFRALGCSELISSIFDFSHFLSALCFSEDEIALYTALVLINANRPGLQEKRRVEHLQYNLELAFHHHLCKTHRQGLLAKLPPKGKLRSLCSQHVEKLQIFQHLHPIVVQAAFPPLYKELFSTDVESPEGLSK
#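 Luciferase reporter read in Schneider cells carrying Gal4-RORγ (mouse) and UAS-Photinus luciferase; cells given compound 1 h before 700 uM copper sulfate induction, then incubated 20 h at ambient temperature.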
# NPC1 promoter act: activates the NPC1 promoter; Huh7 NPC1 promoter luciferase reporter, 24 h; Potency, µM (highest dose often 9.22 µM), without a hit: at the highest dose activation, hits mostly activators; 2.4% of 320,000 active; AID 485313;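 also: % of control where 0% means no effect; nearly all actives have a fitted effect of over 60% in size; reporter is driven by a mutant NPC1 promoter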
#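 In 1536-well qHTS, Huh7 cells harboring an NPC1 promoter–luciferase construct received compound for 24 h; activation was quantified by luminescence following luciferase reagent addition.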
# p53 reactivator: re-activators of mutant p53; Potency, µM (titrated, usually from 92.2 µM), inactives show at the highest dose activity change, positive = activation, most hits filed as activators; 0.063% of 320,000 active; AID 504706; H1299 p53-A138V BP100-luciferase reporter, luminescence, 24 h; also: % of control where 0% means no effect; nearly all actives have a fitted effect of over 45% in size
#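 p53-null H1299 cells stably carrying temperature-sensitive p53-A138V and a BP100-luciferase reporter were pinned with compounds (4-point, 1:5 series) and held 24 hrs at 37 deg C. Luminescence was read 10 min after detection reagent.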
# CXXC DNA block: blocks binding of human MLL CXXC domain to DNA; Q03164; MLL-CXXC / FITC-HOXA9 DNA fluorescence polarization; Potency, µM (top dose mostly 115 µM), inactives show at the highest dose activity change, negative = inhibition, most hits filed as inhibitors; 0.037% of 290,000 active; AID 2662; active = well fitted inhibition curve with a large enough effect in the polarisation, with a control signal flat, not every such curve was filed as active; inconclusive = small, poorly fitted or top-dose-only effect, or effect the other way, or a change in a side signal; inactive = no such curve, though single readings can be large or run the other way; the % refers to the polarisation
#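 Purified MLL-CXXC (added from a 7 uM solution) was preincubated 5 min at ambient with pinned compounds in 50 mM Tris-HCl pH 7.5, 50 mM NaCl, 1 mM DTT, 0.05% BSA. Fluorescein-labeled HOX-A9 DNA (50 nM solution) followed, 30 min, then polarization read.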
# MBNL1-CUG inh: MBNL1-poly(CUG) RNA binding inhibition. Q9NR56. TR-FRET MBNL1-His/biotin-(CUG)12 binding, 665/545 ratio. Potency, µM (highest dose often 57.5 µM), inactives show top-dose activity change, negative = inhibition, actives largely listed as inhibitors. 0.036% of 280,000 active. AID 2675; active = well fitted inhibition curve with a large enough effect in the signal ratio, with a control signal flat, not every such curve was filed as active; inconclusive = small, poorly fitted or top-dose-only effect, or effect the other way, or a change in a side signal; inactive = no such curve, though single readings can be large or run the other way; the % refers to the signal ratio; also: % is scaled to controls: 0 for no effect and ±100 for the full control effect
# Target sequence (Q9NR56 whole entry, looked up): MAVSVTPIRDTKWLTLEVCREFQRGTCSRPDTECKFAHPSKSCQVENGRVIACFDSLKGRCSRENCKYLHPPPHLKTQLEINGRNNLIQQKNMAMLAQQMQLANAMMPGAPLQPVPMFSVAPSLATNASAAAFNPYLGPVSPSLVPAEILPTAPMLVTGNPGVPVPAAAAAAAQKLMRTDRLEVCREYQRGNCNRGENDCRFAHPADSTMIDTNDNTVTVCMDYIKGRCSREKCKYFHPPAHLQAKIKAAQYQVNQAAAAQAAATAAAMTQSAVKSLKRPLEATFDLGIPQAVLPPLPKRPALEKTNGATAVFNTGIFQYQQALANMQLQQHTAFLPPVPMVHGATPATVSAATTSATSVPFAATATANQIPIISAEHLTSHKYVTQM
#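 Compound titration spanned 92 nM–58 uM against the MBNL1-His/biotin-(CUG)12 complex. After 60 min at room temperature with 5 nM streptavidin-XL665 and 0.055 ng/ul terbium anti-His, ratiometric 665/545 nm emission (Ex 340 nm) normalized to controls.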
# uPA surface inh: blocks generation of uPA at the cell surface; cell surface uPA generation assay, qHTS; Potency, µM (series often up to 38.3 µM), for inactives: at the highest dose activity change, negative = inhibition, hits mostly inhibitors; 0.31% of 330,000 active; active = well fitted inhibition curve with a large enough effect; inconclusive = small, poorly fitted or top-dose-only effect; inactive = no such curve, though single readings can be large or run the other way; tested in mouse RAW 264.7 cells; also: % is scaled to controls: 0 for no effect and ±100 for the full control effect; nearly all actives have a fitted effect of over 55% in size
# Rab9 prom act: activates the Rab9 promoter; Huh7 Rab9 promoter-luciferase reporter, luminescence, 24 h; AID 485297; 2.8% of 320,000 active; Potency, µM (doses to about 9.22 µM), without a hit: at the highest dose activation, negative = inhibition, usual class: activators; also: % of control where 0% means no effect; nearly all actives have a fitted effect of over 60% in size
#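 Promoter activation is measured as luciferase luminescence in Huh7 cells stably transfected with a Rab9 promoter–luciferase construct, following 24 h compound exposure at 37 °C and 10 min reagent incubation at ambient temperature.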
# FLuc modulator: counter-screen for miR-21 project: firefly luciferase inhibitors or activators; P08659; purified FLuc, Km substrates, luminescence inhibition; Potency, µM (highest dose often 57.5 µM), without a hit: top-dose activity change, negative = inhibition, usual class: inhibitors; 6.9% of 360,000 active;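 also: plate controls were vehicle for no effect and reference inhibitor for full effect; nearly all actives have a fitted effect of over 55% in size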
#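 Purified P. pyralis luciferase, 10 nM final, with Km-level 10 uM D-luciferin and 10 uM ATP in 50 mM Tris acetate pH 7.5, 10 mM Mg acetate, 0.01% Tween-20, 0.05% BSA; 6-point qHTS titration about 60 µM downward; luminescence read.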
# BRCA1 expr up: activators of BRCA1 expression; MCF7-BRCA1-FFLuc reporter, luminescence, 48 h; response scale: scaled: vehicle 0%, 10 µM genistein 100%; Potency, µM (titrated, usually from 46.1 µM), inactives show at the highest dose activation, usual class: activators; 1.1% of 380,000 active; also: nearly all actives have a fitted effect of over 80% in size; some results filed as inactive show a strong effect at the top dose
#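 Luminescence from a BRCA1-driven firefly luciferase in MCF7 cells was read after 48 h compound exposure at 37 C. Data normalized against DMSO and a 10microM genistein activation control, then curve-fitted across the titration.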
# VP16 counter: Gal4-VP16 reporter inhibition counter-screen | Drosophila S2 Gal4-VP16 UAS-luciferase, luminescence, 20 h | 3.5% of 310,000 active | AID 2546 | Potency, µM (doses to about 53.6 µM), for inactives: top-dose activity, negative = inhibition, usual class: inhibitors;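 also: Gal4-VP16 expression switched on by copper sulfate through the metallothionein promoter; % is scaled to controls: 0 for no effect and ±100 for the full control effect; nearly all actives have a fitted effect of over 50% in size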
# * marks the source's active call; other numbers are inactive results; ? = inconclusive; . = no result given; [ ] = remark or other dose. Unless noted, calls follow the shape of the dose curve; as a rule, active = well fitted curve in the direction sought with a large enough effect; inconclusive = small, poorly fitted or top-dose-only effect, or another doubt; inactive = no such curve, though single readings can be large; an effect the other way counts as inactive or inconclusive. Potency is read from the fitted curve at half-maximal effect. The list is partial. The share of hits here may be higher or lower than overall.
# The line under a structure holds: ELG1 genotox	RORgamma inh	NPC1 promoter act	p53 reactivator	CXXC DNA block	MBNL1-CUG inh	uPA surface inh	Rab9 prom act	FLuc modulator	BRCA1 expr up	VP16 counter
CC1CCCCC1NC(=O)CO/N=C/c1ccc(OC(F)F)cc1 (stereo not given)
→ -5%	40%	-4%	8%	-10%	-2%	-6%	-1%	0%	-9%	3%
CCN(CC)CCNc1nc(-c2ccccc2)c2c(c1C#N)CC(C)(C)OC2
→ 6%	9%	-2%	6%	19%	5%	-5%	2%	7%	-22%	-7%
CC(=O)N1CCN(S(=O)(=O)c2cccc(C(=O)OCC(=O)NC(=O)c3cccn3C)c2)CC1
→ 0%	3%	0%	5%	-3%	.	-1%	-7%	2%	5%	-7%
CCc1ccc2[nH]c(=O)c(CN(CCCN3CCOCC3)C(=O)Nc3cccc(Cl)c3)cc2c1
→ -2%	-35%	-6%	-22%	-2%	0%	-12%	0%	-3%	-46%	-25%
O=C(Cn1cnc2sc(-c3ccccc3)cc2c1=O)N1CCOCC1
→ 3%	-1%	6%	4%	-5%	12%	-1%	-2%	-11%	17%	-4%
Cc1cc(NC(CC(C)C)C(=O)O)nc(Cc2ccccc2)n1 (stereo not given)
→ 0%	3%	1%	3%	-3%	9%	2%	-1%	-1%	-9%	-8%
Clc1ccccc1-c1nn2c(Cn3cnc4ccccc43)nnc2s1
→ 2%	-39%	1%	-13%	-15%	-7%	-5%	-2%	-13%	-4%	0%
O=C(O)C(Cc1ccccc1)N1Cc2ccccc2C1=O (stereo not given)
→ -1%	0%	0%	3%	29%	-9%	-3%	2%	-1%	0%	-4%
Cc1noc(C)c1COC(=O)c1ccccc1Oc1ccccc1
→ ?	4%	0%	-13%	-1%	11%	-1%	-7%	-1%	-20%	9%
CS(=O)(=O)N(CC(=O)NCCSCc1ccccc1)c1ccccc1
→ 1%	37%	-3%	1%	11%	-6%	1%	8%	-1%	-8%	1%
CCS(=O)(=O)Nc1ccc(C2=NN(C(=O)c3ccccc3)C(c3cccs3)C2)cc1 (stereo not given)
→ -10%	-21%	1%	-6%	9%	18%	2%	0%	4%	-38%	5%
O=C1CCCN2N=C(SCC(=O)Nc3ccc([N+](=O)[O-])cc3)SC2=N1
→ -2%	-12%	0%	-1%	8%	15%	-25%	1%	0%	-5%	2%
O=C(c1ccc2c3c(cccc13)CC2)C1CCCN(C(=O)c2ccc[n+]([O-])c2)C1 (stereo not given)
→ -1%	4%	3%	1%	-1%	?	-8%	-2%	4%	3%	-8%
CCS(=O)(=O)Nc1cccc(-c2ccc3nnc(-c4cccnc4)n3n2)c1
→ 0%[9.26 µM]	-20%	-5%	-7%	?	?	2%	-1%	-1%	-44%	-6%
O=C(c1ccc2c(c1)N(Cc1ccccc1)CCS2)N1CCOCC1
→ 1%	8%	-2%	-8%	11%	11%	2%	0%	0%	-3%	0%
COc1ccc(-c2cc(C(=O)N3CCN(C(c4ccccc4)c4ccccc4)CC3)no2)cc1
→ -10%	10%	-7%	17%	-20%	-3%	.	-1%	-2%	-34%	0%
CC1(c2ccc(Cl)cc2)NC(=O)CS1 (stereo not given)
→ 2%	5%	0%	-3%	9%	1%	-4%	14%	-3%	-13%	?
Cc1cc(C)nc(NS(=O)(=O)c2ccc(NC(=O)c3ccc(N4C(=O)CCC4=O)cc3)cc2)n1
→ -1%	9%	-2%	-5%	7%	9%	0%	3%	5%	?	-9%
COc1ccc(C(C(=O)NCC2CCCO2)N(C(=O)c2snc(C(N)=O)c2N)c2ccccc2C)cc1OC (stereo not given)
→ -11%	-16%	0%	-6%	-3%	4%	4%	1%	0%	-14%	2%
Cc1cccc(-n2ncc(C(=O)NC3CCCC3)c2C2CCN(C(=O)OC(C)(C)C)CC2)c1
→ -6%	4%	0%	1%	-10%	-3%	12%	7%	0%	-7%	20%
CCOC(=O)N1CCN(CC(=O)Nc2sc(CC)cc2C(=O)c2ccc(OC)cc2)CC1
→ -13%	0%	-9%	-3%	-12%	15%	8%	-4%	-1%	-56%	-3%
COC(=O)Cc1csc(/N=C/c2c(O)n(-c3cccc(C(F)(F)F)c3)c(=O)c3ccccc23)n1
→ ?	4%	-15%	2%	2%	5%	-6%	-17%	3%	-8%	0%
N#CC1=C(N)Oc2n[nH]c(-c3cccs3)c2C1c1ccccc1C(=O)O (stereo not given)
→ -6%	2%	4%	0%	-4%	7%	3%	3%	-6%	-19%	-9%
CCCCN(Cc1ccccc1)S(=O)(=O)c1ccc2c(c1)n(C)c(=O)c(=O)n2C
→ -1%	5%	-11%	21%	14%	8%	-4%	-8%	-1%	2%	6%
CCN(CC)S(=O)(=O)c1ccc(N/N=C(\C)c2cccnc2)nc1
→ -1%	1%	-6%	-3%	3%	10%	?	-2%	-3%	-16%	-12%
COC(=O)c1ccccc1Sc1ncnc2onc(C)c12
→ 1%	11µM*	0%	-10%	3%	-4%	-17%	-14%	-1%	-36%	?
O=C(Nc1ccc2c(c1)C(=O)N(c1ccccc1)C2=O)c1cccs1
→ ?	-8%	-4%	3%	2%	17%	1%	-2%	0%	-9%	10%
CS(=O)(=O)N1CCN=C1SCc1ccc([N+](=O)[O-])cc1
→ -7%	17%	-3%	14%	8%	?	3%	-10%	2%	-16%	5%
CCOC(=O)N(CC)OC(=O)Nc1ccc(Cl)cc1
→ 3%	29%	-3%	3%	35%[activator]	-2%	-8%	-4%	-14%	4%	8%
COc1cc(/C=C/C(=O)OCC(=O)N2CCCC2)cc(OC)c1OC
→ ?	.	-1%	-6%	.	.	0%	-4%	1%	-4%	.
Cc1nn(C)c(C)c1CN(Cc1nc(-c2ccc(F)cc2F)oc1C)C1CC1
→ -5%	0%	-10%	15%	2%	12%	-2%	-15%	1%	-14%	-7%
Cc1cc(C)cc(NC(=O)C(NCC2CCCO2)c2ccccc2)c1 (stereo not given)
→ 2%	2%	-7%	9%	8%	-18%	-1%	-4%	3%	-17%	-22%
O=C(Cn1nnc(-c2ccc(Cl)cc2)n1)N1CCN(C(=O)c2ccco2)CC1
→ 1%	.	0%	-5%	.	.	?	-3%	1%	-6%	.
Cn1nc(C(F)(F)F)c(-c2cccc(C(F)(F)F)c2)c1NC(=O)Nc1ccc(F)cc1
→ -10%	40%	-2%	0%	7%	.	-2%	0%	2%	-17%	-8%
C=CCn1c(SCc2cc(=O)n3ccsc3n2)nc2cc(Cl)ccc2c1=O
→ -6%	14%	-4%	-1%	2%	6%	-2%	-2%	1%	0%	-12%
O=C(O)COc1ccc(Cl)cc1CO
→ -6%	-22%	2%	1%	-7%	4%	12%	26%	-1%	5%	-1%
CN1C(=O)N(c2ccccc2)C(Nc2nncs2)C1(C)C (stereo not given)
→ -1%	9%	-1%	10%	4%	5%	0%	-6%	0%	25%	0%
C/C(=N\NC(=O)COc1ccc(C(C)(C)C)cc1)c1ccc(-n2ccnc2)cc1
→ 16%	-16%	28%	?	6%	13%	-10%	?	0.38µM*	-11%	?
Cc1ccc(-c2cc(C(=O)NN)n[nH]2)o1
→ 0%	-33%	2%	1%	9%	-14%	2%	-5%	-8%	-10%	-7%
CC(C(=O)N1CCN(C(=O)c2ccco2)CC1)n1sc2ccccc2c1=O (stereo not given)
→ 2%	17%	0%	25%	6%	-2%	11%	0%	5%	2%	?
CC(NC(=O)C1CCN(C(=O)c2ccc(F)cc2)CC1)c1ccc(-n2ccnc2)cc1 (stereo not given)
→ -4%	.	-4%	9%	.	.	0%	1%	1%	-9%	.
O=C(CSc1nc(-c2ccccc2)cs1)N1CCc2ccccc21
→ 1%	-19%	-5%	7%	5%	-13%	-1%	-1%	-14%	-2%[1.84 µM]	-6%
Clc1cc(Cl)c2nc(N3CCCCC3)sc2c1
→ ?	-4%	2.8µM*	?	-8%	?	6%	4µM*	8.5µM*	?	-10%
Cc1ccccc1OCCC(=O)Nc1ccc(N2CCOCC2)cc1N1CCOCC1
→ -1%	.	-2%	3%	.	.	-6%	-3%	5%	2%	.
O=C(Nc1ccc(-c2noc(-c3ccccc3F)n2)cc1)c1cccs1
→ ?	1%	?	?	12%	?	1%	1.6µM*	?	?	-4%
c1ccc2[nH]c(SCc3cscn3)nc2c1
→ ?	39%	?	?	-2%	-17%	-4%	?	?	?	6%
